Compound activity as filed in PubChem.
LYP phosphatase – PTPN22 lymphoid phosphatase activity blockers – biochemical, fluorescence intensity, uHTS (AID 1779) | one-dose inhibition, % at 11.5 µM; IC50 in µM for titrated hits | recombinant LYP phosphatase, fluorescence intensity; higher % means a stronger effect | actives 0.054% (n = 290,000);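 further: plate controls were vehicle with enzyme for no effect and no enzyme for full effect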
HEK293 NOD2/NF-kB – NOD2 signaling inhibitors, cell-based, luminescence, uHTS, HEK293 (AID 1566). HEK293 NOD2/NF-kB luciferase reporter, luminescence; higher % means a stronger effect. inhibition, % at 4 µM; hits with a dose series show EC50 in µM. actives 0.63% (n = 290,000); further: many of its hits are not listed in these tables
XIAP antagonists – small molecules displacing peptide from XIAP – biochemical, IAP family, fluorescence polarization (AID 1018). XIAP BIR domain, fluorescence polarization peptide displacement; higher % means a stronger effect. one-dose displacement, % at 20 µM; IC50 in µM for titrated hits. actives 0.007% (n = 200,000); in the data active means displacement above about 50%; further: a part of the inactive calls stands beside numbers as strong as those of hits
KOR beta-arrestin-1 – kappa opioid receptor activators – cell-based, luminescence, uHTS, primary screen (AID 1777); KOR beta-arrestin recruitment, luminescence; higher % means a stronger effect; activation, % at 10 µM, or EC50 in µM where a hit was titrated; actives 0.02% (n = 280,000); in the data active means activation above about 50%, passing the limit was not always enough; further: a part of the inactive calls stands beside numbers as strong as those of hits
KOR beta-arrestin-2 – kappa opioid receptor blockers – cell-based, luminescence, uHTS (AID 1778); KOR beta-arrestin recruitment, luminescence, antagonist mode; higher % means a stronger effect; inhibition, % at 10 µM, or IC50 in µM where a hit was titrated; actives 0.091% (n = 290,000); further: strong numbers were not always called active
NOD1 NF-kB reporter – inhibition of NOD1-driven NF-kB reporter – cell-based, luminescence, uHTS, primary screen (AID 1578); NOD1-driven NF-kB luciferase reporter cells, luminescence; higher % means a stronger effect; one-dose inhibition, % at 4 µM; EC50 in µM for titrated hits; actives 1% (n = 290,000); in the data active means inhibition mostly above about 36%, no sharp cut-off; inactive means mostly below about 34%;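 further: HEK-293T reporter cells stimulated with the NOD1 agonist gamma-tri-DAP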
human PMI inhibition – MPI enzyme activity inhibition – biochemical, fluorescence intensity, coupled assay, primary screen (AID 1209); purified PMI enzyme, coupled fluorescence intensity; higher % means a stronger effect; one-dose inhibition, % at 20 µM; IC50 in µM for titrated hits; actives 0.42% (n = 190,000);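 further: plate controls were DMSO vehicle for no effect and wells lacking substrate for full effect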
human PMI inhibitors – human PMI inhibitors, high substrate, primary screen, biochemical, fluorescence intensity, high mannose 6-phosphate (AID 1220) | recombinant PMI enzyme, coupled fluorescence intensity; higher % means a stronger effect | inhibition, % at 20 µM, or IC50 in µM where a hit was titrated | actives 0.66% (n = 190,000)
TNAP activation fold – human TNAP enzyme activators, primary screen, biochemical, luminescent, no phosphate acceptor, uHTS (AID 1001); purified TNAP, luminescent activation assay, no phosphate acceptor; higher activation fold means a stronger effect; actives 0.03% (n = 200,000); activation fold at 20 µM, or EC50 in µM where a hit was titrated; in the data active means activation fold from about 3, or a potency from the dose series; inactive means the rest, 99 in 100 with activation fold below about 1.6; further: many of its hits are not listed in these tables
Starred values were filed as active, the others as inactive; · = not tested or not shown; [ ] = remark or other dose. Unless noted, no stated cut-off is given here; in the data, active means inhibition above about 50%; inactive means the rest.

The first 4 compounds, ahead of the listing:
No. | LYP phosphatase | HEK293 NOD2/NF-kB | XIAP antagonists | KOR beta-arrestin-1 | KOR beta-arrestin-2 | NOD1 NF-kB reporter | human PMI inhibition | human PMI inhibitors | TNAP activation fold | compound
1 | 8% | -12% | -3.7% | 0.1% | -26% | 36% | 18% | 15% | 1.4 | Cc1ccc(N=C2NC(=O)/C(=C\c3ccsc3)S2)c(C)c1
2 | -10% | -6% | · | -1.8% | -2% | -17% | · | · | · | O=C(NCc1ccc(F)cc1)N1CCc2ccccc2C1
3 | 6% | -17% | · | -0.8% | 6% | -12% | · | · | · | COc1ccc(C2CC(c3ccccc3OC(=O)/C=C/c3ccccc3)=NN2C(C)=O)cc1 (configuration not stated)
4 | 2% | 0% | -16% | -3.2% | -12% | -20% | 12% | 10% | 1.1 | COc1cc(C(c2sc3nc(C)nn3c2O)N2CC(C)OC(C)C2)cc(OC)c1OC (configuration not stated)

The list itself, previewed entries included:
No. | LYP phosphatase | HEK293 NOD2/NF-kB | XIAP antagonists | KOR beta-arrestin-1 | KOR beta-arrestin-2 | NOD1 NF-kB reporter | human PMI inhibition | human PMI inhibitors | TNAP activation fold | compound
1 | 8% | -12% | -3.7% | 0.1% | -26% | 36% | 18% | 15% | 1.4 | Cc1ccc(N=C2NC(=O)/C(=C\c3ccsc3)S2)c(C)c1
2 | -10% | -6% | · | -1.8% | -2% | -17% | · | · | · | O=C(NCc1ccc(F)cc1)N1CCc2ccccc2C1
3 | 6% | -17% | · | -0.8% | 6% | -12% | · | · | · | COc1ccc(C2CC(c3ccccc3OC(=O)/C=C/c3ccccc3)=NN2C(C)=O)cc1 (configuration not stated)
4 | 2% | 0% | -16% | -3.2% | -12% | -20% | 12% | 10% | 1.1 | COc1cc(C(c2sc3nc(C)nn3c2O)N2CC(C)OC(C)C2)cc(OC)c1OC (configuration not stated)
5 | -9% | 5% | · | 0.6% | -26% | -14% | · | · | · | COc1ccc(N(CC(=O)Nc2cccc(C(F)(F)F)c2)S(=O)(=O)c2c(C)[nH]c(=O)[nH]c2=O)cc1
6 | 3% | -49% | -5.4% | 9.6% | 20% | 3% | -4% | -9% | 1 | Cc1ccc(NS(=O)(=O)c2ccc(N3CCN(c4ccc(O)cc4)CC3)c([N+](=O)[O-])c2)c(C)c1
7 | -4% | 7% | -2.3% | -1.5% | 39% | 12% | 12% | 10% | 1.1 | CCOC(=O)C(CC)Sc1ncnc2c1nnn2-c1ccc(F)cc1 (configuration not stated)
8 | 5% | 17% | · | -1.5% | 17% | -21% | · | · | · | CCN(CC)c1ccc(/C=C2\C(=N)N3N=C(CC(=O)N4CCOCC4)SC3=NC2=O)cc1
9 | -5% | -11% | -5.4% | -7.1% | -47% | -30% | 17% | 7% | 1.1 | O=C(COc1ccccc1)N(Cc1ccco1)C1CCS(=O)(=O)C1 (configuration not stated)
10 | 1% | 26% | -7.8% | -5.4% | -17%[20 µM] | -14% | 17% | 2% | 1.1 | COc1ccc(OC)c(NC(=O)NNC(=O)CCCOc2ccc(Cl)cc2C)c1
11 | -3% | -91% | -8.4% | 3.0% | -64% | -6% | 19% | 12% | 1.1 | CC(C)c1ccc(NC(=O)c2csnn2)cc1
12 | -6% | 25% | -6.0% | 3.3% | 23% | -12% | 4% | 2% | 1 | C/C(=N\NC(=O)c1csc(C)c1C)c1ccco1
13 | 7% | 11% | -9.9% | · | 16%[20 µM] | -16% | 7% | 2% | 1 | Cc1ccc(-c2cc(C(F)F)n3ncc(C(=O)N4CCc5ccccc5C4)c3n2)cc1
14 | -10% | 24% | · | 3.6% | 12% | 13% | · | · | · | CC(=O)N1N=C(c2ccc(Cl)cc2)OC12CCCC2
15 | -15% | 0% | -6.2% | 4.8% | -37% | -9% | 9% | 12% | 1.1 | Cn1c(SCc2nc3ccccc3[nH]2)nnc1-c1cnccn1
16 | -8% | 8% | 1.2% | -1.1% | 11% | -14% | 11% | -11% | 1 | O=[N+]([O-])c1ccc(OCCN2CCCCCC2)cc1
17 | -7% | -2% | · | 4.4% | -28% | 21% | · | · | · | COc1cc([N+](=O)[O-])ccc1-c1ccc(/C=N\n2cnnc2)o1
18 | -7% | 34% | · | -1.3% | -25% | -21% | · | · | · | CCCNC(=O)c1cn(CC)c2cc(N3CCN(C(=O)c4ccco4)CC3)c(F)cc2c1=O
19 | -4% | -7% | -4.1% | -4.4% | 26% | -25% | 10% | 7% | 1.1 | CC(=O)c1cc2c(cc1NC(=O)C1CC=CCC1C(=O)O)OCO2 (configuration not stated)
20 | -7% | 12% | · | 2.8% | -2% | -12% | · | · | · | O=C(NCCN1CCOCC1)C(=O)NCC1OCCN1S(=O)(=O)c1ccc(F)cc1 (configuration not stated)
21 | 2% | 2% | -2.9% | 13% | -46% | -16% | -7% | -10% | 1.8 | COc1cc(/C=N/Nc2nc(Nc3ccccc3)nc(-n3nc(C)cc3C)n2)cc(OC)c1OC
22 | -9% | -2% | -9.7% | -2.9% | -73%[20 µM] | -16% | -5% | -18% | 1.1 | CCc1ccc2oc(C(=O)Nc3ccc(S(N)(=O)=O)cc3)c(C)c2c1
23 | 2% | -9% | -5.9% | -4.5% | -3% | -19% | 13% | 26% | 1.1 | COc1cccc(N2CCN(S(=O)(=O)c3cccc4cccnc34)CC2)c1
24 | -2% | · | -7.0% | 9.6% | -18% | · | -4% | -4% | 0.8 | CCCCCCc1cc2cc(-c3nnc(-c4cc(OC)c(OC)c(OC)c4)o3)c(=O)oc2cc1O
25 | -3% | 6% | -7.0% | -2.1% | -5% | 4% | -12% | -6% | 1 | Cc1cc(C)n(C(=O)CCCn2nc(C)c([N+](=O)[O-])c2C)n1
26 | -2% | 19% | · | 7.0% | -11% | 3% | · | · | · | Cc1ccc(/C=N/NC(=O)c2nnn(-c3nonc3N)c2CSc2ccc(Cl)cc2)o1
27 | -10% | 5% | · | -7.1% | -27% | -1% | · | · | · | CN(Cc1ccccc1)C(=O)CN(C)S(=O)(=O)c1ccc(F)cc1
28 | -2% | -44% | -0.2% | -5.0% | 13% | -40% | 21% | 18% | 1.1 | CCOc1ccc(NC(=O)N2CCN(CC)CC2)cc1
29 | -10% | 7% | -7.3% | -5.0% | -2% | -12% | -9% | -10% | 1.1 | COC(=O)c1ccccc1NC(=S)N1CCN(C2CCCCC2)CC1
30 | -1% | 8% | -4.2% | -1.3% | -4% | -12% | -12% | -7% | 1.1 | CCC(C)(C)NC(=O)C(c1ccc(OC)cc1)N(CC1CCCO1)C(=O)CCC(=O)Nc1cc(C)on1 (configuration not stated)
31 | -13% | -6% | · | -2.7% | -27% | -15% | · | · | · | COc1cccc(CNC(=O)C2CCN(S(=O)(=O)c3ccc(-n4cnnn4)cc3)CC2)c1
32 | -3% | 0% | -9.0% | -2.6% | -24% | -3% | 1% | -1% | 1.1 | Cn1cnnc1SCc1ccccc1Br
33 | -6% | 4% | -5.1% | -0.8% | 1% | 39% | 7% | 6% | 1.2 | Cc1ccc(NC(=O)C2C(=O)N(C)c3ccccc32)cc1 (configuration not stated)
34 | -12% | -73% | · | 1.3% | -62%[20 µM] | -17% | · | · | · | Cn1c2ccccc2c(=O)c2cc(C#Cc3ccccn3)ccc21
35 | -1% | 6% | · | -0.3% | -12% | -38% | · | · | · | CC(C)(C)OC(=O)n1cc(C(=O)c2ccccc2O)cn1
36 | -8% | -43% | -0.5% | -3.3% | 2%[20 µM] | -31% | 2% | 1% | 1 | O=Cc1c(N2CCN(c3ccccc3)CC2)nc2ccccn2c1=O
37 | -2% | 12% | -1.3% | 10% | 6% | -7% | 2% | 3% | 1.2 | Cc1ccc(N2CCN(C(=O)CCc3nc4ccccc4[nH]3)CC2)c(C)c1
38 | -2% | -28% | -3.9% | -1.0% | -45%[20 µM] | -16% | 0% | 3% | 1 | Cc1ccc(C2C(C#N)=C(N)N(c3cccnc3)C3=C2C(=O)CCC3)c(C)c1 (configuration not stated)
39 | -1% | 2% | -0.3% | -0.4% | -15% | -4% | 2% | 9% | 1.1 | CC(C)(C)c1ccc(C(=O)NCCn2c(N)c(C#N)c3nc4ccccc4nc32)cc1
40 | -3% | 20% | -4.1% | 0.8% | -10% | -18% | 8% | 8% | 1.1 | COc1ccc(-n2c(=S)[nH]c3cc(C(=O)NCCCN4CCCC4=O)ccc3c2=O)c(OC)c1
41 | 2% | 3% | · | 2.6% | 2% | 3% | · | · | · | COc1ccc(OC(=O)Nc2ccc([N+](=O)[O-])cc2OC)cc1
42 | 11% | 6% | -4.9% | -0.8% | 34% | -12% | 0% | 13% | 1.1 | COCCNC(=O)C(c1ccco1)N(Cc1ccc(OC)cc1)C(=O)Cn1nnc2ccccc21 (configuration not stated)
43 | -8% | -10% | · | -4.4% | -12% | -16% | · | · | · | N#Cc1ccc(COc2cccc3cccnc23)cc1
44 | -7% | -12% | -4.6% | -6.8% | -32% | 4% | -11% | -10% | 1.1 | CCCCNC(=O)C(Cc1ccccc1)NS(=O)(=O)c1ccc2c(c1)c(=O)n(C)c(=O)n2C (configuration not stated)
45 | -11% | 4% | -1.7% | -7.9% | -25% | 6% | -10% | -10% | 0.8 | C=CCn1c(Cc2c[nH]c3ccccc23)n[nH]c1=S
46 | -9% | 14% | -8.9% | -5.7% | -4% | -13% | 0% | 4% | 1 | CCCNC(=O)NC(=O)COc1ccc(-c2ccc(C#N)cc2)cc1
47 | -3% | 0% | -9.1% | -4.2% | 12% | -6% | -7% | -5% | 1.2 | COC(=O)C(Cc1ccccc1)NC(=O)c1cc(=O)[nH]c2ccccc12 (configuration not stated)
48 | -1% | -38% | 0.4% | -1.3% | -7% | -35% | 6% | 5% | 1.3 | CCCCOc1ccc(C(=O)Nc2cc(C)c(OCC(=O)N3CCOCC3)c(C)c2)cc1

Single records, as listed above:
Results for `Cc1ccc(N2CCN(C(=O)CCc3nc4ccccc4[nH]3)CC2)c(C)c1` : LYP phosphatase = -2%; HEK293 NOD2/NF-kB = 12%; XIAP antagonists = -1.3%; KOR beta-arrestin-1 = 10%; KOR beta-arrestin-2 = 6%; NOD1 NF-kB reporter = -7%; human PMI inhibition = 2%; human PMI inhibitors = 3%; TNAP activation fold = 1.2
Results for `CCCCOc1ccc(C(=O)Nc2cc(C)c(OCC(=O)N3CCOCC3)c(C)c2)cc1` : LYP phosphatase = -1%; HEK293 NOD2/NF-kB = -38%; XIAP antagonists = 0.4%; KOR beta-arrestin-1 = -1.3%; KOR beta-arrestin-2 = -7%; NOD1 NF-kB reporter = -35%; human PMI inhibition = 6%; human PMI inhibitors = 5%; TNAP activation fold = 1.3
Results for `CCCCNC(=O)C(Cc1ccccc1)NS(=O)(=O)c1ccc2c(c1)c(=O)n(C)c(=O)n2C` (configuration not stated) : LYP phosphatase = -7%; HEK293 NOD2/NF-kB = -12%; XIAP antagonists = -4.6%; KOR beta-arrestin-1 = -6.8%; KOR beta-arrestin-2 = -32%; NOD1 NF-kB reporter = 4%; human PMI inhibition = -11%; human PMI inhibitors = -10%; TNAP activation fold = 1.1

Some of the compounds tested; the hit share may differ from the screen's.
